Screens (PubChem BioAssay)
MITF primary: MITF inhibitors, primary screen, biochemical, AlphaScreen, human; AlphaScreen MITF homodimerization, bead proximity signal; inhibition, % at 2.6 µM; 650,000 compounds, 0.91% hits; AID 1259374, 2018; in the data active means inhibition above about 50%;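 further: 0% = vehicle wells with protein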
Target sequence (O75030 whole entry, looked up): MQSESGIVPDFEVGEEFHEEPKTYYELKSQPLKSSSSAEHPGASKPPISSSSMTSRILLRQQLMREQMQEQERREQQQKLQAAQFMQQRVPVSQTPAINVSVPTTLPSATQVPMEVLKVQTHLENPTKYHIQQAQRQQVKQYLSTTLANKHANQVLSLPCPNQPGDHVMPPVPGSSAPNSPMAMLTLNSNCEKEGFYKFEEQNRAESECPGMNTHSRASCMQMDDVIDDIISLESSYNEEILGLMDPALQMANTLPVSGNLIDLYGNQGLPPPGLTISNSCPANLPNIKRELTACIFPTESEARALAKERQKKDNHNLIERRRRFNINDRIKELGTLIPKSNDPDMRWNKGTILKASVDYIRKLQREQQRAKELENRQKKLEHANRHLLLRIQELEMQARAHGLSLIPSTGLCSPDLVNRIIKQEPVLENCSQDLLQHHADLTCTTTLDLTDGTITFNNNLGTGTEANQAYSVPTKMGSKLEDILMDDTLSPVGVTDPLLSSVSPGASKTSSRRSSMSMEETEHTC
TEAD-YAP block: TEAD-YAP interaction inhibition, primary screen, TEAD-YAP interaction inhibitor project, luminescence, HEK-TIYL cells. inhibition, % at 9.12 µM. 640,000 compounds, 1.4% hits. TEAD-Gal4/YAP UAS-luciferase luminescence; in the data active means inhibition above about 32%;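 further: 0% = median of test compound wells and 100% = reference inhibitor wells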
GPR151 ag: activators of human GPR151, primary screen, cell-based, PathHunter beta-arrestin, luminescence; PathHunter beta-arrestin GPR151 cells; activation, % at 11.2 µM; 650,000 compounds, 1% hits; in the data active means activation above about 4.9%;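 further: 0% = median of compound wells and 100% = cells with positive control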
Target sequence (Q8TDV0 whole entry, looked up): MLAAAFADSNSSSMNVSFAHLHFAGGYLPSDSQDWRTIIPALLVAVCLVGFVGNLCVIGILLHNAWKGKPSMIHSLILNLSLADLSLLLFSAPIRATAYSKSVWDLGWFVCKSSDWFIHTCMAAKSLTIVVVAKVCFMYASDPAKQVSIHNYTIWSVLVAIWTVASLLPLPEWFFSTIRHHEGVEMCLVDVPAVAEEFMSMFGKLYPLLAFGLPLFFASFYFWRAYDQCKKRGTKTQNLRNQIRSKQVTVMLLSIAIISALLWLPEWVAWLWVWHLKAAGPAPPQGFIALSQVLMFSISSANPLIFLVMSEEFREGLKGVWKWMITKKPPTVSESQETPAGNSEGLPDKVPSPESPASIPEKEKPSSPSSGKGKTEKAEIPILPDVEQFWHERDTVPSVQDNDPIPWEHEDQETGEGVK
FBW7 activator: FBW7 E3 ligase activators, primary screen, biochemical, AlphaScreen, human; F-box/WD repeat-containing protein 7 (Homo sapiens), Q969H0; AlphaScreen FBW7–phospho-cyclin E peptide binding, activator screen; normalized activity (activation), % at 26.1 µM; 650,000 compounds, 0.13% hits; in the data active means normalized activity above about 1.9%;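 further: purified mutant Fbw7 with reduced substrate affinity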
The depositor's hits bear a star.

SMILES	MITF primary	TEAD-YAP block	GPR151 ag	FBW7 activator
Cc1ccc(C(=O)Nc2ccc(S(N)(=O)=O)cc2)cc1	12.4	-5.8	-0.2	0.1
Cc1noc(-c2cc3c(ccc4ccccc43)oc2=O)n1	4.6	-5.1	0.4	0.0
COc1ccc(C2Oc3c(cc(Br)cc3OC)C=C2[N+](=O)[O-])cc1OC (stereo not given)	3.6	69.5*	-0.9	0.0
CC(C)(C)c1ccc(C(=O)N/C(=C\c2ccc([N+](=O)[O-])cc2)C(=O)Nc2ccc(F)cc2F)cc1	3.8	1.8	1.4	-0.1
CC(C)CCOc1cccc(C(=O)Nc2ccc3c(c2)Cc2ccccc2-3)c1	-11.3	7.0	1.3	-0.4
CC(C)c1cc(C(=O)N[C@H](Cn2nc(-c3cccs3)ccc2=O)C(C)C)on1	1.9	-9.1	0.5	0.1
O=C(CSc1cccc2cccnc12)c1ccc([N+](=O)[O-])cc1	10.4	5.8	-1.2	-1.1
COc1ccc(NS(=O)(=O)c2ccc3c(c2)NC(=O)CC(=O)N3)cc1	2.5	2.0	0.6	0.1
O=C(O)CC1CCS(=O)(=O)C1 (stereo not given)	8.3	1.9	-0.4	0.1
COc1ccc(C(=O)NCCc2ccc(F)cc2)cc1OC	5.6	-9.4	-0.6	0.0

Reformatted with each value named: 2 of the compounds above
O=C(O)CC1CCS(=O)(=O)C1 (stereo not given)
  MITF primary: 8.3
  TEAD-YAP block: 1.9
  GPR151 ag: -0.4
  FBW7 activator: 0.1

CC(C)c1cc(C(=O)N[C@H](Cn2nc(-c3cccs3)ccc2=O)C(C)C)on1
  MITF primary: 1.9
  TEAD-YAP block: -9.1
  GPR151 ag: 0.5
  FBW7 activator: 0.1

Next entries.
SMILES	MITF primary	TEAD-YAP block	GPR151 ag	FBW7 activator
CN(C)S(=O)(=O)c1ccc(S(=O)(=O)N(C)Cc2ccccc2Cl)cc1	-0.8	-5.0	0.0	-0.1
COC(=O)c1ccc(Oc2nc3c(c(=O)n(C)c(=O)n3C)n2Cc2ccc(Cl)cc2Cl)cc1	0.5	-2.4	-1.3	-0.1
O=C(Nc1sc2c(c1C(=O)N1CCOCC1)CCCC2)c1ccccc1F	13.5	4.2	0.5	0.0
Cc1ccc(OC(C)C(=O)NNC(=O)c2ccc([N+](=O)[O-])cc2)cc1 (stereo not given)	6.3	-38.7	0.6	0.1
COc1ccc(C)cc1N1C(=O)NC2CC1(C)Oc1ccc(Br)cc12 (stereo not given)	3.2	15.2	0.5	0.3
CCOC(=O)N1CCC(NC(=O)Cn2c3ccccc3c(=O)c3cc(C)ccc32)CC1	-5.4	-7.0	0.1	0.3
Cc1nc2c(C(=O)N3CCOCC3)cnn2c(C)c1Cc1ccccc1Cl	7.9	-44.3	2.2	0.6
CCOc1cc(C2C(C(=O)OCCSCC)=C(C)NC3=C2C(=O)CC(C)(C)C3)ccc1OC(C)=O (stereo not given)	4.0	-5.2	-0.5	-0.1
O=C(NC(=S)NC1CCS(=O)(=O)C1)c1ccc(Br)o1 (stereo not given)	8.7	3.3	0.5	0.2
Cc1cccc(NC(=O)c2sc(C)nc2-c2ccc([N+](=O)[O-])cc2)c1	3.1	3.9	0.5	0.1

Full records, looked up by structure:
Shown for `O=C(NC(=S)NC1CCS(=O)(=O)C1)c1ccc(Br)o1` (stereo not given) : MITF primary = 8.7; TEAD-YAP block = 3.3; GPR151 ag = 0.5; FBW7 activator = 0.2
Shown for `Cc1nc2c(C(=O)N3CCOCC3)cnn2c(C)c1Cc1ccccc1Cl` : MITF primary = 7.9; TEAD-YAP block = -44.3; GPR151 ag = 2.2; FBW7 activator = 0.6
Shown for `CN(C)S(=O)(=O)c1ccc(S(=O)(=O)N(C)Cc2ccccc2Cl)cc1` : MITF primary = -0.8; TEAD-YAP block = -5.0; GPR151 ag = 0.0; FBW7 activator = -0.1

Continuation:
SMILES	MITF primary	TEAD-YAP block	GPR151 ag	FBW7 activator
Cc1ccc2oc(-c3cccc(NC(=O)c4ccc(Cl)c([N+](=O)[O-])c4)c3)nc2c1	-3.8	-8.4	2.7	0.0
Cc1cccc(CN=Cc2c(O)n(C)c(=O)n(C)c2=O)c1	-2.5	13.7	-1.9	-0.2
Cc1ccc(C)c(NCC(O)Cn2c3ccc(Br)cc3c3cc(Br)ccc32)c1 (stereo not given)	15.2	2.4	0.9	0.1
CCCOc1ccc(C2C(C(=O)OCC)=CN(Cc3ccc(Cl)cc3)C=C2C(=O)OCC)cc1	6.5	12.6	0.2	0.0
COc1ccc(/C=C/C(=O)O)cc1S(=O)(=O)Nc1ccc2c(c1)OCO2	13.2	-4.1	-0.4	0.0
CN1C(=O)NC(c2ccccc2)C2=C1CN(c1cccc(O)c1)C2=O (stereo not given)	13.7	13.2	-1.7	0.2
OC(COCc1ccccc1)CN1CCOCC1 (stereo not given)	-1.5	2.9	-1.8	0.1
Cc1ccc(C)c(S(=O)(=O)N2CCc3ccccc3C2CN2C(=O)c3ccccc3C2=O)c1 (stereo not given)	-22.0	0.7	0.8	0.0
COc1cc2nc(NCc3cccnc3)nc(NCCCN3CCCC3=O)c2cc1OC	7.4	-8.6	0.1	0.0
Cc1ccc(S(=O)(=O)Nc2cc(C(C(=O)OC(C)C)C(=O)C(F)(F)F)c(O)c3ccccc23)c(C)c1 (stereo not given)	7.1	13.5	-0.5	-0.1
CCOC(=O)N1CCN(C(=O)c2sc3ncnc(N4CCOCC4)c3c2C)CC1	-10.7	-2.9	-0.3	0.0
COc1cc(/C=C2\N=C(c3ccc(Cl)c([N+](=O)[O-])c3)OC2=O)cc(Br)c1OC(C)=O	16.4	11.1	-1.0	0.4
OCc1ccccc1-c1cnn2c(N3CCC(O)CC3)ccnc12	6.8	0.1	-0.3	-0.4
CCOC(=O)c1c(-c2ccc(C)cc2)csc1NC1=NS(=O)(=O)c2ccccc21	-2.6	13.7	-0.1	0.5
COc1cc(OC)cc(C(=O)NCCOc2ccc(Cl)cc2)c1	-5.5	-7.2	-0.7	-0.1
COCCCNC(=O)c1ccc2c(c1)nc(C)n2-c1ccc(Br)cc1	-9.9	6.0	0.8	0.0
COC(=O)C1=C(N)OC2=C(C(=O)CC(C)(C)C2)C1c1ccc(Cl)c(Cl)c1 (stereo not given)	-13.4	-6.5	-1.4	0.1
CSc1nnc2c(n1)OC(c1cccnc1)N(C(C)=O)c1ccccc1-2 (stereo not given)	-11.0	0.3	0.0	0.0
Cc1cc(C(=O)NNC(=O)CNC(=O)C2CCCCC2)c(C)n1-c1ccccc1	0.5	0.4	-0.1	0.0
Cc1cccc(-c2ncn(-c3ccc(Nc4nccc(-c5cc(F)cc(N6CCOCC6)c5)n4)cc3)n2)n1	-9.0	2.7	-1.6	0.0
Cc1ccnc(NC(=O)COc2c(C)cc(Cl)cc2Cl)c1	0.4	0.1	-0.5	-0.1
Nc1nc2n(n1)C(c1cccc(Br)c1)CC(c1ccc(F)cc1)N2 (stereo not given)	19.6	8.1	-1.4	-0.2
COc1cccc(CNc2ccc([N+](=O)[O-])cc2Cl)c1O	-5.7	7.7	1.0	-0.1
O=C1C(=O)N(CC(Br)CBr)c2ccccc21 (stereo not given)	-6.2	-4.4	-0.8	-0.4
C=C(C)CNC(=S)N/N=C/c1ccc([N+](=O)[O-])cc1	-5.4	-4.1	-0.6	-0.1
CCOC(=O)N(C)OC(=O)Nc1ccc(Cl)c(Cl)c1	-17.1	-3.0	0.3	0.1
CCOC(=O)Cn1c(=O)n(Cc2ccccc2Cl)c(=O)c2cccnc21	6.8	9.8	-1.6	0.2
C=CCOc1ccc(/C=C2/C(=O)NC(=O)N(c3ccc(OCC)cc3)C2=O)cc1OC	-3.3	-4.2	-0.2	-0.1
NS(=O)(=O)c1ccc(C(=O)CSc2nc3ccccc3o2)cc1	-10.9	12.0	1.9	0.0
O=C(Nc1ccc(S(=O)(=O)Nc2ncccn2)cc1)c1ccccc1	-0.7	-1.8	1.5	-0.1
O=C1NC(=S)N/C1=C/c1cc(Br)c(Oc2ccc(C(F)(F)F)cc2[N+](=O)[O-])c(Br)c1	13.0	1.0	0.3	-0.1
O=C(NCCc1ccc(F)cc1)c1ccc(Cl)c([N+](=O)[O-])c1	-14.2	-9.1	0.2	-0.1
COc1ccc(NC(=S)Nc2ccc(S(N)(=O)=O)cc2)c(OC)c1	3.1	-4.1	-0.4	0.1
Nc1nnc(-c2ccccc2SCc2ccc(Cl)cc2)s1	-10.1	-11.1	1.8	0.1
COc1ccc(-c2cc(C(=O)NCc3ccc(F)cc3)c3ccccc3n2)c(OC)c1	1.4	-5.5	-0.9	0.2
CCOC(=O)C1=C(c2ccccc2)N=c2s/c(=C\c3ccc(-c4ccc(C)c(Cl)c4)o3)c(=O)n2C1c1ccc(Cl)cc1 (stereo not given)	-1.6	-3.2	-0.3	-0.3
Cc1ccc(OCC(=O)N/N=C/c2ccc(C)cc2O)c(C)c1	12.8	-5.1	2.7	0.0
COC(=O)N(NC(=O)C(C)C)c1ccccc1	12.6	2.0	-0.7	0.1
CCOP(=O)(OCC)c1nc(-c2cccc([N+](=O)[O-])c2)oc1N1CCCCC1	3.3	-5.3	10.9*	-0.1
CCCNC(=O)c1nc2ncc(Br)cn2n1	1.8	-11.8	-0.2	0.4
O=C(CC1(O)C(=O)N(Cc2ccccc2Cl)c2ccccc21)c1ccc(F)cc1 (stereo not given)	7.8	12.0	-1.7	0.7
O=C(/C=C/c1cccc([N+](=O)[O-])c1)Nc1cccc(C(F)(F)F)c1	-5.5	2.9	-0.6	0.1
CC1=NN(c2ccccc2)C(=O)C1C1c2ccccc2Oc2ccc(C)cc21 (stereo not given)	-2.5	-6.5	-1.7	-0.1
COC(=O)c1cccc(NC(=O)CCC2CCCCC2)c1	17.4	-55.5	4.1	0.0
Cc1nc(C)c(C(=O)NCC2Cc3cc(-c4cncnc4)cc(Cl)c3O2)s1 (stereo not given)	5.0	2.2	1.2	0.1
O=C(Cc1c(C(=O)O)[nH]c2ccc(Cl)cc12)NCc1cccs1	13.6	5.2	-0.1	-0.1
CCOc1ccc(S(=O)(=O)NCc2ccc(Cl)cc2)c2cccnc12	-6.1	-14.3	-1.3	-0.2
COc1ccccc1CN(Cc1c(Cl)cccc1Cl)S(=O)(=O)c1ccc(Br)cc1	-4.4	-3.4	-0.9	-0.1
N#CC1(c2ccc(Cl)cc2)CCCC1	12.8	4.2	-0.4	0.1
Cc1ccc2nc(-c3ccc(N4C(=O)CC(N5CCC(N6CCCCC6)CC5)C4=O)cc3)sc2c1 (stereo not given)	-2.4	-5.0	-0.5	0.1
Next section
SMILES	MITF primary	TEAD-YAP block	GPR151 ag	FBW7 activator
CCC(Sc1nc2cc(OC)c(OC)cc2c(=O)n1Cc1ccco1)C(=O)Nc1c(C)cc(Br)cc1C (stereo not given)	-1.1	6.9	2.0	0.5
O=S(=O)(N/N=C/c1c(O)ccc2ccccc12)c1ccccc1	7.1	2.9	1.4	0.1
CC(C)N1CCN(Cc2cnn(-c3ccccc3F)c2)CC1CCO (stereo not given)	-6.2	11.1	-0.3	0.0
O=C(NCC1CCCO1)c1nn2c(c1Cl)NC(c1cccs1)CC2C(F)(F)F (stereo not given)	5.7	5.6	-0.5	0.2
CCOC(=O)C1=CN(c2ccc(C)cc2)C=C(C(=O)OCC)C1c1ccc(OC)c(Br)c1	1.6	3.0	0.6	-0.1
Cc1cccc(N2C(=O)C3C(C2=O)C2(c4ccccc4)C(=O)C3(c3ccccc3)C(c3ccc4c(c3)OCO4)=C2c2ccc3c(c2)OCO3)c1 (stereo not given)	14.2	-3.3	0.5	-0.2
O=C1C(Cl)=C(Nc2cccc(F)c2)C(=O)c2ccccc21	3.9	-10.2	-1.4	-0.1
CCN(Cc1ccccc1)C(=O)c1ccccc1Cl	12.4	-1.0	-0.2	0.4
CCC(C)NC(=O)C12CCC(C)(C(=O)C1)C2(C)C (stereo not given)	-3.5	10.3	1.3	0.0
COc1ccc(CCNC(=O)c2csc(Nc3nc4ccccc4n3C)n2)cc1	10.3	2.3	1.1	0.0
CCN(CC)C(=O)Cn1cnc2sc(C(=O)NCc3ccco3)c(C)c2c1=O	5.4	8.1	1.7	0.9
O=c1c2sc(=S)n(-c3ccc(Cl)cc3)c2nc(SCc2ccncc2)n1-c1ccccc1	-11.6	-0.8	1.3	0.0
CSc1ncc(C(=O)Nc2cccc(Cl)c2C)c(C)n1	0.0	7.4	-0.1	0.0
CCOC(=O)C1=C(C)N=c2s/c(=C/c3cccnc3)c(=O)n2C1c1ccc(OC)cc1 (stereo not given)	1.8	7.9	2.2	-0.1
O=C(c1ccc(N2C(=O)CCC2=O)cc1)N1CCN(c2ccccc2)CC1	-6.0	1.5	-1.3	-0.2
CCOC(=O)c1sc(NC(=O)C(C)Sc2nnc(CNC(=O)c3ccccc3F)n2-c2ccc(F)cc2)c(C(=O)OCC)c1C (stereo not given)	-0.8	12.8	1.8	-0.1
COc1ccc(/C(C)=N/N2CCOCC2)c(O)c1	-8.5	9.9	3.2	-0.1
CCC(O)c1nc2ccccc2n1CCOc1ccccc1OC (stereo not given)	3.1	2.7	-1.5	0.5
Cc1ccc(N2CC(C(=O)NC3CCCCCC3)CC2=O)cc1 (stereo not given)	-2.8	-4.0	0.5	0.0
CN1C(=O)NC2(CC1(C)C)CC(C)(C)N(C)C(=O)N2	4.2	10.9	1.0	0.7
CCN(CCCNC(=O)Cn1cnc2sc(C)c(S(=O)(=O)N3CCCCC3)c2c1=O)Cc1ccccc1	-3.4	-8.3	-0.8	0.0
O=C(C1CCN(S(=O)(=O)c2ccc(Cl)cc2)CC1)N1CCOCC1	6.5	-1.7	0.9	0.1
CCc1ccc(NC(=O)NCCN2CCN(c3ccccc3)CC2)cc1	-3.5	-0.4	-1.5	-0.1
